Source: PubChem
KCNK3 block = human KCNK3 channel inhibitors, primary screen, CHO cells, FluxOR thallium flux, B-score. B-score at 10 µM. 340,000 compounds, 0.84% hits. Potassium channel subfamily K member 3 (Homo sapiens), O14649. FluxOR fluorescence; stronger effect = lower value. AID 602410, 2012;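 active = B-score under library mean minus 4 SD, starting fluorescence ratio at most library mean plus 5 SD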;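 also: more negative B-score means stronger inhibition of thallium flux through KCNK3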
Target sequence (O14649 whole entry, looked up): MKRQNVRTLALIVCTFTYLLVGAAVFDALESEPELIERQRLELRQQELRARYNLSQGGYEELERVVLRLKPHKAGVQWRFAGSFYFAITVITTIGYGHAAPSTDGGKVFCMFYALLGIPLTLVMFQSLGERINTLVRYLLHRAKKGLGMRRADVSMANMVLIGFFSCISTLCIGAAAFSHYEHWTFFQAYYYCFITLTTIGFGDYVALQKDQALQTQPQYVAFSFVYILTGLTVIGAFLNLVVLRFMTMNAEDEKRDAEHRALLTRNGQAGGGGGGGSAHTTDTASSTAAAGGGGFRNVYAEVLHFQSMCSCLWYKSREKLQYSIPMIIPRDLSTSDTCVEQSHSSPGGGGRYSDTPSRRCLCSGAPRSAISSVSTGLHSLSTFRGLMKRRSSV
DYRK1A inh = rat Dyrk1A kinase inhibitors, primary screen, biochemical, single point, plate reader. inhibition, % at 12.5 µM. AID 504441, 2011. Dual specificity tyrosine-phosphorylation-regulated kinase 1A (Rattus norvegicus), Q63470. ADP-Glo luminescence, NFATc1 peptide. 310,000 compounds, 0.43% hits; in the data active = inhibition above about 50%;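 also: plate controls were vehicle with enzyme for no effect and no enzyme for full effect; many of its hits are not listed in these tables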
* hit, by the source's call; i = inactive.

Compound,KCNK3 block,DYRK1A inh
C[C@@H]1NC(=O)c2cc([N+](=O)[O-])cc(I)c2NCCCC[C@@H](C(N)=O)NC(=O)[C@H](CCC(=O)O)NC1=O,i,3
CCN(CC)CCNC(=O)C1CCC(=O)N(c2ccc(OC)cc2)C1c1ccc(F)cc1 (stereo not drawn),i,-2
Cc1ccc(C)c(S(=O)(=O)N(C)c2ccc(OC(=O)CN3C(=O)NC4(CCCC4)C3=O)cc2)c1,i,3
CN(C(=O)COC(=O)C12CC3CC(CC(C3)C1)C2)c1c(N)n(Cc2ccccc2)c(=O)[nH]c1=O,i,0
CCCCCCCN1C(N(C)C)=NC[C@@H]1Cc1ccccc1,i,5
COc1ccc(S(=O)(=O)N2CCN(c3nc(-c4cccnc4)nc4ccccc34)CC2)cc1,i,0
CSc1nc2ncncc2[nH]1,i,4
CC1CCCC(NC(=O)CN2CCN(S(=O)(=O)c3ccc(Br)s3)CC2)C1C (stereo not drawn),i,-4
O=C(O)C(=Cc1ccccc1[N+](=O)[O-])c1ccccc1,i,1
C=CCC[C@@H](Cc1ccc(F)cc1)C(=O)OC[C@H](C)NC(=O)[C@H](CC=C)CC(=O)N(CCO)Cc1ccccc1,i,-1
CCOC(=O)c1c(NC(=O)C(C)OC(=O)C2=COCCO2)sc2c1CCCC2 (stereo not drawn),i,-2
CNC(=O)NC(=O)CSc1ccc(S(=O)(=O)N2CCOCC2)cn1,i,0
CCOC(=O)C1=C(C(=O)OCC)c2ccc(OC)c(OC)c2C1,i,-3
COc1ccc(NC(=O)COc2cccc3c2OC(C)(C)C3)cc1OC,i,-6
Cc1ccc(NC(=O)CN(C)C(=O)COC(=O)c2nc3nccc(C)n3n2)cc1,i,-5
CC[C@H](C)[C@H](NC(=O)c1ccc(Cl)cc1)C(=O)OCC(=O)c1c(N)n(C)c(=O)n(C)c1=O,i,-5
COCCNC(=O)c1cc(-c2ccccc2)n(Cc2cc(C)no2)n1,i,-1
CCN(CC)CCOC(=O)C(c1ccccc1)C1CCCCC1 (stereo not drawn),i,5
ClCCn1cnc2c(SCc3ccccc3)ncnc21,i,4
N#C/C(=C/c1ccc(-c2ccc(C(=O)O)c(Cl)c2)o1)C(=O)NCC1CCCO1 (stereo not drawn),i,-1
O=C(O)CCCC(=O)OCc1c(-c2ccccc2)ncc2ccccc12,i,0
Cc1onc(-c2ccccc2Cl)c1C(=O)Nc1cccc(-c2cn3cccnc3n2)c1,i,3
CC1CCCCC1NC(=O)COC(=O)c1ccc2c(c1)OCCO2 (stereo not drawn),i,9
CC(=O)Nc1ccc(S(=O)(=O)N(C)CC(=O)OCC(=O)c2ccc[nH]2)cc1,i,0
O=C(Nc1ccc(Cl)c(S(=O)(=O)N2CCOCC2)c1)C1CCC1,i,1
COc1ccccc1NC(=O)COC(=O)C1CC(=O)N(c2ccc3c(c2)OCCO3)C1 (stereo not drawn),i,3
Cc1ccc(Cl)cc1NC(=O)Cn1c(C)csc1=O,i,-4
COc1ccc([C@H]2CC(=O)C=C(c3cccc(Cl)c3)C2)cc1,i,6
Cc1ccc(S(=O)(=O)N2CCOCC2)cc1NC(=O)c1cc2ccccc2oc1=O,i,1
O=C(O)C1=CCCN(CCON=C(c2ccccc2)c2ccccc2)C1,i,-4
CCN1C[C@@H]2[C@@H]3C(=O)N(Cc4ccccc4)C(=O)[C@@H]3[C@](CC)(C1=O)N2C(=O)c1ccc(C(C)(C)C)cc1,i,1
CCOc1ccccc1C(=O)N[C@H](C(=O)OCc1csc(CC(=O)Nc2ccc(C)cc2)n1)C(C)C,i,-5
O=C(NN1C(=O)NC2(CCCCC2)C1=O)c1ccc(-c2ccccc2Cl)o1,i,-5
COCC(C)NC(=O)CSc1nc2cc(S(=O)(=O)N3CCCCC3)ccc2o1 (stereo not drawn),i,-1
C=CC[C@@H](CC(=O)N[C@@H](CO)Cc1ccccc1)C(=O)NC[C@H](OC(=O)[C@@H](CC=C)Cc1ccc(F)cc1)c1ccccc1,i,-3
Cc1cc(C)n(CCCNC(=O)COc2ccc([N+](=O)[O-])cc2)n1,i,2
CC1C(=O)NN=C1c1ccc([N+](=O)[O-])cc1 (stereo not drawn),i,3
CN=c1scc(-c2ccc(F)cc2)n1/N=C/c1ccc(O)c(O)c1,i,8
COc1ccc([C@@H]2CC=C(C(=O)O)[C@H](c3ccccc3)N2S(=O)(=O)c2ccccc2C)cc1,i,4
COc1ccc(-c2ccc3c(c2)S(=O)(=O)c2cccc(C(=O)O)c2C3=O)cc1OC,i,-3

Five records drawn at random from the list so far:
Compound,KCNK3 block,DYRK1A inh
COCC(C)NC(=O)CSc1nc2cc(S(=O)(=O)N3CCCCC3)ccc2o1 (stereo not drawn),i,-1
CN=c1scc(-c2ccc(F)cc2)n1/N=C/c1ccc(O)c(O)c1,i,8
CC1C(=O)NN=C1c1ccc([N+](=O)[O-])cc1 (stereo not drawn),i,3
CCOc1ccccc1C(=O)N[C@H](C(=O)OCc1csc(CC(=O)Nc2ccc(C)cc2)n1)C(C)C,i,-5
COc1ccc(-c2ccc3c(c2)S(=O)(=O)c2cccc(C(=O)O)c2C3=O)cc1OC,i,-3

The list continues.
Compound,KCNK3 block,DYRK1A inh
CCOC(=O)/C(C#N)=C/Nc1cc(C(=O)OCC)cc2c(OC)c(OC)ccc12,i,-4
C=CC[C@H](CC(=O)NCCO)C(=O)N[C@H](C)COC(=O)[C@@H](CC=C)Cc1ccc(F)cc1,i,6
O=C(Cc1c(F)cccc1Cl)NNC(=O)c1ccccc1Cl,i,3
C=CCn1c(C)cc(C(=O)COc2ccc(N(C)S(=O)(=O)c3ccc(NC(C)=O)cc3)cc2)c1C,-12*,-1
Cc1ccc(NC(=O)NC(=O)N(C(C)C)S(C)(=O)=O)nc1,i,2
CCOc1ccc(NC(=O)COC(=O)c2ccc3ncsc3c2)cc1OCC,i,3
O=S(=O)(c1ccc(SCCOc2ccc(Cl)cc2)nc1)N1CCCC1,i,-9
Fc1ccc2cc(-c3ccccc3)ncc2c1,i,7
CCCCCCn1nc(C(=O)N(CCCC)c2c(N)n(CCC)c(=O)[nH]c2=O)c2ccccc2c1=O,i,-3
COc1ccc2cc(C(C)C(=O)OC(C)C)ccc2c1 (stereo not drawn),i,-13
Cc1cccc(C(=O)OC(C)C(=O)N2CCN(Cc3ccccc3)CC2)c1 (stereo not drawn),i,-5
COc1ccc(C2CC(c3ccccc3C(F)(F)F)=NN2c2ccc(S(N)(=O)=O)cc2)cc1 (stereo not drawn),i,-2
CC(C)NC(=O)Nc1cccc2c1O[C@@H](CN(C)S(=O)(=O)c1ccc(F)cc1)[C@@H](C)CN([C@H](C)CO)C2=O,i,7
O=c1c2ccccc2sn1-c1ccc(F)cc1,i,7
CNN/C(N=Cc1ccc([N+](=O)[O-])s1)=N\S(=O)(=O)c1cc(C)c(Cl)cc1SCc1ccccc1,i,1
CN(C)c1ccc(-c2ccc3oc(-c4ccsc4)cc(=O)c3c2)cn1,i,16
Cc1cccc2cc(CN(Cc3cccs3)C(c3nnnn3C3CCCC3)C(C)C)c(=O)[nH]c12 (stereo not drawn),i,0
Cc1cccc(/C=N/NC(=O)C[n+]2ccccc2)c1,i,-9
CCC(C)C(N=C1NS(=O)(=O)c2ccccc21)C(=O)N1CCC(C)CC1 (stereo not drawn),i,10
COCCN(Cc1cc2cc(C)ccc2n2nnnc12)C(=S)Nc1ccc(OC)cc1,i,-5
O=C(c1nc[nH]c1C(=O)N1CCN(c2ccccc2)CC1)N1CCN(c2ccccc2)CC1,i,3
COc1ccc(CCC(=O)OCC(=O)c2ccc[nH]2)cc1OC,i,6
O=C(CCNC(=O)c1ccccc1)NN=Cc1ccc(Br)o1,i,-5
O=C(CN1C(=O)NC2(CCCCC2)C1=O)N1CCN(S(=O)(=O)c2ccc(Cl)s2)CC1,i,-7
CCCNC(=O)NC(=O)CSc1ccc2c(c1)OCCO2,i,-1
CN(CC(=O)O)Cc1oc(CO)cc(=O)c1O,i,2
CCc1cc2c(cc3c(=O)n(CC(=O)NCCCN4CC(C)CC(C)C4)ncn32)s1 (stereo not drawn),i,2
O=C1CCCC/C=C\C[C@H](CC(=O)N(CCO)Cc2ccccc2)C(=O)NCCO1,i,3
COc1ccc(CC(=O)Nc2nnc(CC(C)C)s2)cc1S(=O)(=O)N1CCOCC1,i,-1
C=CCN(C(=O)Nc1ccc(F)cc1)C1CC(=O)N(c2ccc(OC)cc2)C1=O (stereo not drawn),i,-3

3 structures already listed, sorted by molar mass, lowest first.
Compound,KCNK3 block,DYRK1A inh
C=CCN(C(=O)Nc1ccc(F)cc1)C1CC(=O)N(c2ccc(OC)cc2)C1=O (stereo not drawn),i,-3
O=C1CCCC/C=C\C[C@H](CC(=O)N(CCO)Cc2ccccc2)C(=O)NCCO1,i,3
O=C(c1nc[nH]c1C(=O)N1CCN(c2ccccc2)CC1)N1CCN(c2ccccc2)CC1,i,3

The results go on.
Compound,KCNK3 block,DYRK1A inh
O=C(COC(=O)COc1ccc(Cl)cc1)Nc1ncc(Br)s1,i,-10
Cc1ccc(S(=O)(=O)N2CCN(S(=O)(=O)c3ccccc3Br)C2=O)cc1,i,3
Cc1cc(C(=O)Nc2sccc2C(N)=O)c(C)o1,i,10
COc1cc(Br)c(CC2c3cc(OC)c(OC)cc3CCN2C)cc1OC (stereo not drawn),i,-2
Cc1ccc(C)c(C(=O)n2cnnc2N)c1,i,12
CC(NC(=O)COC(=O)Cn1cc(C(F)(F)F)ccc1=O)c1ccccc1 (stereo not drawn),i,-1
Nc1nc(SCc2ccccc2)c2ncn(C3CCCO3)c2n1 (stereo not drawn),i,-2
COc1nc2c(C)cccc2cc1-c1noc(-c2ccco2)n1,i,0
CCN(CC)S(=O)(=O)c1cccc(NC(=O)c2cccc(S(=O)(=O)N3CCCC3)c2)c1,i,3
COc1cccc(/C=N/Nc2snc(SC)c2C#N)c1,i,4

Remaining list, next part
Fields: KCNK3 block, DYRK1A inh
- C[C@H]1COC(=O)CCCC/C=C\C[C@H](CC(=O)N(CCO)Cc2ccccc2)C(=O)N1
  i, -3
- COc1ccc(C(=O)NNC(=O)C23CC4CC(CC(C4)C2)C3)cc1OC
  i, -1
- CC1CCCN(C(=O)C2CCN(S(=O)(=O)c3cccs3)CC2)C1 (stereo not drawn)
  i, -2
- CC(C)C[C@H]1CN=C(N(C)C)N1CCc1cccc(F)c1
  i, 9
- O=S(=O)(NC1=NCCCCC1)c1cc(F)ccc1F
  i, -3
- C[N+](C)(CCCCCC[N+](C)(C)CCCN1C(=O)c2cccc3cccc(c23)C1=O)CCCN1C(=O)c2cccc3cccc(c23)C1=O
  i, -7
- COc1ccc2oc(C(=O)Nc3cccc(S(=O)(=O)N4CCOCC4)c3)c(C)c2c1
  i, 5
- O=S(=O)(c1ccc(=S)[nH]c1)N1CCCCCC1
  i, 4
- CCOc1ccc(C(=O)NCC(=O)Nc2cc(C)ccn2)cc1OCC
  i, -1
- O=C(CCNC(=O)c1ccco1)NCc1ccc(F)cc1
  i, 7
- C#CCOCCOCCOCCNc1nc(N2CCN(C(=O)[C@H](CCCCN)n3cc(CN)nn3)CC2)nc(N2CCN(C(=O)[C@H](CCCCN)n3cc([C@@H](N)[C@H](C)CC)nn3)CC2)n1
  i, -5
- CSc1ncccc1C(=O)Nc1cccc(S(=O)(=O)N2CCOCC2)c1
  i, 1
- Cc1occc1-c1nnc(SCC(=O)N2CCCCC2C)o1 (stereo not drawn)
  i, -1
- O=C(NC(=S)Nc1ccc(-c2ccccc2)cc1)c1ccccc1
  i, 0
- O=C(c1ccncc1)N1CCN(S(=O)(=O)c2ccc(OC(F)(F)F)cc2)CC1
  i, -2
- COc1ccc(C(CNC(=O)c2cc3c(s2)CCC(C)C3)N2CCOCC2)cc1 (stereo not drawn)
  i, 8
- Cc1ccc(-c2noc(CCC(=O)NCCc3ccccc3Cl)n2)cc1
  i, -3
- Cc1cc(O)c(C(C)C)cc1NC(=O)Nc1ccc([N+](=O)[O-])cc1
  -10*, 0
- C=CCC[C@@H](Cc1ccc(F)cc1)C(=O)OCCNC(=O)[C@@H](CC=C)CC(=O)N[C@@H](CO)Cc1ccccc1
  i, 0
- COc1ccc([C@H]2CC(=O)C=C(c3cccc(Br)c3)C2)cc1OC
  i, 5
- COc1cc(OC)cc(OC(=O)C2CCN(C3=NS(=O)(=O)c4ccccc43)CC2)c1
  i, -3
- O=C(O)c1ccccn1
  i, 2
- CC(C)CCOc1ncnc2c1sc1nc3c(cc12)CSC(C)(C)C3
  i, -2
- COc1ccc(CCNC(=O)CN2C(=O)NC3(CCCCC3)C2=O)cc1
  i, -4
- CCOc1ccc(S(=O)(=O)Nc2cccc(C(=O)N3CCN(c4ccccc4O)CC3)c2)cc1
  i, 2
- Cc1cc(C)c(C)c(S(=O)(=O)N2CCC(C(=O)N3CCN(c4ccc(F)cc4)CC3)CC2)c1C
  i, -3
- C#CCOCCOCCOCCNc1nc(N2CCN(C(=O)[C@H](CCCN=C(N)N)n3cc(C(N)[C@@H](C)CC)nn3)CC2)nc(N2CCN(C(=O)[C@H](CC(N)=O)n3cc([C@@H](N)C(C)C)nn3)CC2)n1 (stereo partly drawn)
  i, 11
- CN(C)C(=O)NC1C=CS(=O)(=O)C1 (stereo not drawn)
  i, 1
- COc1ccc(-c2oc(=O)c3cc(OC)c(OC)cc3c2/C=C/c2ccc(F)cc2)cc1
  i, 11
- Cc1ccc(NC(=O)CN(C)C(=O)COc2ccccc2-c2ccccc2)cc1
  i, -3
- CC(C)[C@H](NC(=O)c1ccccc1F)C(=O)OCC(=O)NC1CC1
  i, 3
- C=CCn1c(SC(C)C(=O)NCC2CCCO2)nnc1-c1ccc(OC)cc1 (stereo not drawn)
  i, -1
- O=[N+]([O-])c1csc2ccccc12
  i, 2
- COc1ccccc1N1CCN(C(=O)c2oc3ccccc3c2C)CC1
  i, 12

These rows are one share of the data; the hit share may differ from the screen's.
